NR1D1 modulator = Rev-erb alpha (human) modulation; AID 1259318; P20393; 370,000 tested, 0.79% active; activity, % at 10 µM; Rev-erbα–FITC-DNA binding, fluorescence polarization, 90 min;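 active = activity above about 14%, limit read from the data; passing the limit was not always enough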;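 note: 0% = DMSO wells with 35 nM protein and 100% = DMSO wells with 750 nM protein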
hgDAF12 agonist = activates the H. glycines DAF-12 receptor ligand-binding domain | HEK293 GAL4-hgDAF12 UAS-luciferase reporter, agonist luminescence; normalized to butyrate control | activation, % at 6.8 µM | 370,000 tested, 1.8% active;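 active = activation above a cutoff set at the mean of all screened compounds plus 3 SD, cut at about 10% in these data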;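 note: 0% = DMSO wells and 100% = sodium butyrate wells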
SMARCA2 act = SMARCA2 function activation, primary screen; MG213 cells, MMTV-luciferase reporter, dexamethasone, overnight; activation, % at 9.1 µM; 370,000 tested, 1% active; in the data active = activation above about 7.8%;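 note: 0% = vehicle wells and 100% = reference activator wells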
PG9 binder = binds the HIV-1 gp120 antibody PG9; TR-FRET gp120-PG9 antibody binding; inhibition, % at 6.7 µM; 360,000 tested, 0.43% active; AID 624416; in the data active = inhibition above about 8.5%
DAX1 inh-1 = blocks DAX1 repression of SF-1 activated StAR promoter | 370,000 tested, 1.1% active | inhibition, % at 6.8 µM | HEK293T StAR-luciferase reporter, SF-1/DAX-1 repression relief | AID 652010;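 active = inhibition above the mean over all tested compounds plus 3 SD, cut at about 3.6% in these data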;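 note: 0% = DAX-1 cells with DMSO and 100% = cells lacking DAX-1 with DMSO; higher inhibition means more luminescence from relief of DAX-1 repression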
ssDAF12 agonist = activates DAF-12 receptor from parasite S. stercoralis | 370,000 tested, 1% active | HEK293 ssDAF-12/GRIP1 lit1-tk-luc reporter, luminescence; % of 3 µM dafachronic acid response | AID 652126 | activation, % at 6.8 µM;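 active = activation above the mean over all tested compounds plus 3 SD, cut at about 0.9% in these data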;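 note: 0% = DMSO-only wells and 100% = 3 µM delta7-dafachronic acid wells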
hcDAF12 agonist = activates DAF-12 receptor from parasite H. contortus | HEK293 hcDAF-12 lit1-tk-luc reporter, luminescence; 0% DMSO, 100% Δ7-dafachronic acid | 370,000 tested, 1.4% active | activation, % at 6.8 µM;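 active = activation above the mean of all tested compounds plus 3 SD, cut at about 5.5% in these data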;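 note: 100% = response to 3 µM Δ7-dafachronic acid high control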
FXN GAA850 act = increases GAA850 frataxin promoter reporter activity. activation, % at 6 µM. 360,000 tested, 0.56% active. HEK293 lucGAA850 FXN promoter luciferase reporter, 24 h; percent of 10 µM SAHA response;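 active = activation above the average of all compounds screened plus 3 SD, cutoff fixed separately per campaign, cut at about 7.5% in these data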;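 note: 0% = DMSO wells and 100% = 10 µM SAHA wells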
DAX1 inh-2 = inhibits human nuclear receptor DAX1. P51843. HEK293 Gal4-DAX1 luciferase reporter, luminescence. inhibition, % at 6.75 µM. 340,000 tested, 0.99% active. AID 504766;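 active = inhibition above the mean over all tested compounds plus 3 SD, cut at about 4.2% in these data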;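 note: 0% = DAX1-transfected cells with DMSO and 100% = empty-vector control cells with DMSO; inhibition shows as a rise in luminescence from relieved DAX1 repression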
Target sequence (P51843 207-470 limits assumed): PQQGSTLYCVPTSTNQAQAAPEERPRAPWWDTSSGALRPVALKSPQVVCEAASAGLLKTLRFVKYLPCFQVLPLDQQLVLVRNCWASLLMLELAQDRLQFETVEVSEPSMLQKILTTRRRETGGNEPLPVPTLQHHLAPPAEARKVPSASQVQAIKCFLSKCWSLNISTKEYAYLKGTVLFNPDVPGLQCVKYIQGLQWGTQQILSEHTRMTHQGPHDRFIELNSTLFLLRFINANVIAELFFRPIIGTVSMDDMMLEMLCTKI
PLCb3 inh = PLC-beta3 (human) inhibition, primary screen. 370,000 tested, 0.18% active. Purified PLC-beta3, fluorogenic substrate, fluorescence. Q01970. inhibition, % at 12.2 µM; in the data active = inhibition above about 11%;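 note: 0% = median of compound wells on plate and 100% = full blocker control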
HGIII-sPLA2 inh = Inhibits HGIII-sPLA2 liposome hydrolysis, primary screen; Q9NZ20; QFRET BODIPY PC-A2 liposome hydrolysis, fluorescence; inhibition, % at 12.2 µM; AID 743126; 370,000 tested, 0.56% active;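 active = inhibition above mean plus 3 SD of compounds lying within the high and low control bounds, cut at about 19% in these data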;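 note: 0% = median of test compound wells and 100% = no enzyme DMSO wells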
Target sequence (Q9NZ20 whole entry, looked up): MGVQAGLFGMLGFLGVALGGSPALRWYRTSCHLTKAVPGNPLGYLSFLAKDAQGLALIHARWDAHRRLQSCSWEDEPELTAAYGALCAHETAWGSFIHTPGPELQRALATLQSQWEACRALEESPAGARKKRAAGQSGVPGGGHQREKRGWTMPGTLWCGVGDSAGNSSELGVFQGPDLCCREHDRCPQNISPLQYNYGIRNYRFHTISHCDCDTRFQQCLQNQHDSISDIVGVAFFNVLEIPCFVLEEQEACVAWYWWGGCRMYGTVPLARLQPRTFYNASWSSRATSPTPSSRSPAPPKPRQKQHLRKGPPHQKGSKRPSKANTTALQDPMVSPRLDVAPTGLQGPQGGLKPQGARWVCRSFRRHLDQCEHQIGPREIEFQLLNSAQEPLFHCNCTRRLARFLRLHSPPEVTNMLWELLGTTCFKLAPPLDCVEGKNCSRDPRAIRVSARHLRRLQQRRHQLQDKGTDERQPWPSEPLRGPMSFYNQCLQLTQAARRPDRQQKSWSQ
* hit, by the source's call; i = inactive; / = no result given.

SMILES | NR1D1 modulator | hgDAF12 agonist | SMARCA2 act | PG9 binder | DAX1 inh-1 | ssDAF12 agonist | hcDAF12 agonist | FXN GAA850 act | DAX1 inh-2 | PLCb3 inh | HGIII-sPLA2 inh
CC(=O)C1=C(O)C(=O)N(CC#N)C1c1cccs1 (centres undefined) | -2.5 | -0.5 | -1.6 | -0.9 | -0.3 | -1.6 | 0.1 | -1.4 | 1.4 | -0.4 | 3.6
Clc1ccc(OCCSc2nnnn2C2CCCCC2)cc1 | 0.6 | 0.6 | 0.9 | -1.4 | 0.6 | -1.3 | -1.4 | 4.6 | 1.3 | 2.4 | -1.5
COc1cccc(NC(=O)COC(=O)CCC2CCCC2)c1 | -1.8 | -1.3 | 0.1 | 0.4 | 0.9 | -1.5 | 1.6 | 1.2 | 0.1 | -7.5 | -9.3
CNc1cccccc1=S | -26.3 | 0.8 | -0.6 | 3.3 | 0.1 | -1.1 | 0.2 | -2.1 | 0.9 | -12.5 | 2.1
CCOc1ccc(CNC(=O)CCS(=O)(=O)Cc2ccc(C)cc2)cc1OC | 0.2 | 0.5 | -3.5 | -1.1 | -0.1 | -1.4 | -1.0 | 2.0 | -1.1 | -0.6 | 1.9
O=C(Nc1c(-c2ccc(C(F)(F)F)cc2)nc2ncccn12)c1ccccc1 | -3.9 | 2.4 | -2.4 | / | -0.7 | -0.9 | 2.6 | / | / | -114.3 | 1.3
CCCCN(C(=O)c1cccc(S(=O)(=O)N2CCN(C)CC2)c1)c1c(N)n(CCC)c(=O)[nH]c1=O | -1.9 | 0.2 | 0.2 | 1.2 | -0.1 | -1.3 | -0.1 | 1.8 | -0.1 | -2.0 | 8.7
CCN1C(=O)CC(N2CCC(C(=O)OC)CC2)C1=O (centres undefined) | 6.0 | 1.4 | 0.9 | -0.9 | 0.1 | -0.7 | 0.1 | -0.2 | 0.8 | 0.4 | 3.5
O=c1c(Cc2ccccc2)c(O)ccn1Cc1ccco1 | / | 0.3 | -1.9 | 0.4 | -0.2 | -0.9 | -1.6 | 0.2 | 0.3 | -4.0 | -3.4
O=C(CCc1nc2ccccc2s1)Nc1cccnc1 | 3.6 | 1.3 | 0.4 | 0.4 | 1.0 | 0.1 | 3.3 | 0.5 | 0.3 | -7.7 | 9.1
O=[N+]([O-])c1ccc(OCCCCCN2CCOCC2)cc1 | 4.0 | 6.6 | 3.5 | 1.6 | 0.3 | 0.1 | 3.9 | -0.8 | 5.0* | -4.7 | -0.8
CCN(CC)S(=O)(=O)c1cc(NC(=O)COC(=O)CCc2nc3ccccc3s2)ccc1C | 6.0 | 1.8 | -0.4 | -0.7 | 0.3 | -0.7 | -0.2 | 3.5 | 0.2 | 2.0 | -37.1
CN(Cc1ccccc1)C(=O)COC(=O)c1c[nH]c2ccccc12 | 2.5 | 4.0 | 1.5 | -1.2 | 0.7 | -0.5 | 0.2 | 2.4 | -1.3 | -0.8 | -8.6
COc1cccc(/C=C/C(=O)OCC(=O)NCCc2ccccc2)c1 | -1.0 | -2.8 | -3.6 | -0.3 | 0.8 | -0.4 | -0.7 | 2.9 | -0.7 | -99.0 | -2.3
COc1ccc(S(=O)(=O)NCCc2c[nH]c3ccc(C)cc23)cc1 | 6.7 | 1.4 | -0.8 | 0.4 | 0.1 | -1.6 | -1.4 | -0.6 | 1.2 | -4.2 | -105.7
C/C(=N\NC(=O)Cc1ccc(F)cc1)c1ccc(O)cc1 | 2.8 | -1.0 | -0.5 | -0.5 | 0.3 | -0.4 | -0.2 | 0.6 | -0.5 | -3.5 | 4.5
COCCNC(=S)NNC(=O)c1cc(C2CC2)nc2ccccc12 | -1.7 | 2.7 | 1.2 | -2.0 | 0.5 | -0.6 | -0.9 | -1.7 | 0.9 | -14.0 | 9.6
CC1(C)NC(=O)N(CCOCCOc2cccc(Oc3ccccc3)c2)C1=O | 10.6 | -6.0 | -0.2 | 2.5 | -0.9 | -1.4 | -1.4 | 0.9 | 0.0 | 1.4 | -12.4
C#CCNC(=O)C1=C[C@@H](c2ccccc2)[C@H](CCCO)[C@@H](OCC)O1 | -3.3 | -0.2 | 0.1 | 0.6 | -0.1 | -1.1 | -0.9 | -1.3 | 0.8 | 3.2 | 7.3
CNC(=O)CSc1nc2ccccc2c(=O)n1C1CCCCC1 | -1.8 | -2.2 | -3.1 | 1.3 | -0.7 | -1.8 | -0.7 | 2.7 | 1.1 | -0.4 | -1.3
Cc1noc(C)c1S(=O)(=O)N(CC(=O)NC1CCCC1)c1ccc(C(C)C)cc1 | -0.9 | 0.0 | 0.2 | 0.5 | -0.1 | -1.6 | -2.9 | 1.6 | -0.4 | -4.4 | 5.8
Cc1cccc(N2CCN(C(=S)c3ccc([N+](=O)[O-])cc3)CC2)c1 | -5.0 | -1.0 | -3.1 | 0.6 | 0.1 | -1.0 | -1.8 | 0.3 | 0.1 | 3.4 | 12.8
c1csc(-c2cnc3ccccc3n2)c1 | 3.8 | 7.8 | 1.9 | 1.1 | 2.0 | -1.1 | 0.7 | 4.2 | 2.1 | -337.6 | -0.2
Cc1cc(C)cc(C(=O)NCC(=O)OCC(=O)N(C)c2ccccc2)c1 | -0.3 | -3.4 | -4.6 | 0.7 | -0.8 | -1.2 | 0.0 | -0.9 | -0.3 | 2.5 | 8.5
O=C(CN1CCOc2ccccc21)NCc1ccc(Cl)cc1 | 1.3 | -0.8 | -1.3 | -0.6 | -0.4 | -0.1 | 2.1 | 1.9 | 1.9 | -4.7 | -1.7

The list continues:
SMILES | NR1D1 modulator | hgDAF12 agonist | SMARCA2 act | PG9 binder | DAX1 inh-1 | ssDAF12 agonist | hcDAF12 agonist | FXN GAA850 act | DAX1 inh-2 | PLCb3 inh | HGIII-sPLA2 inh
COc1ccccc1CNCC(=O)Nc1cc(S(=O)(=O)N2CCCCCC2)ccc1Cl | 2.3 | -2.6 | -3.0 | 0.7 | -1.0 | -1.9 | -2.0 | 2.7 | -0.8 | -2.8 | -15.8
CC1(C(=O)NS(=O)(=O)c2ccc(Cl)s2)CCN1C(=O)CCc1ccccc1 (centres undefined) | -2.2 | 2.1 | 5.3 | -0.2 | 1.1 | -0.6 | 1.1 | -2.4 | / | -1.9 | -2.5
c1ccc(-c2nc(-c3ccco3)n3ccccc23)cc1 | -11.6 | 1.2 | -1.9 | -6.3 | -0.1 | 0.1 | 3.6 | -1.3 | -0.5 | -107.9 | -6.1
Cc1ccc(C)c(N2CCN(c3ccc(N4C(=O)COCC4=O)cc3[N+](=O)[O-])CC2)c1 | 12.0 | 1.9 | 1.8 | -2.3 | -0.2 | -1.2 | 1.1 | 3.5 | -0.2 | 1.2 | -6.1
Cc1cccc(/C=N/NC(=O)c2cc(C3CC3)nc3ccccc23)n1 | 5.8 | 0.5 | 0.1 | -0.9 | 0.6 | -1.2 | 0.2 | 2.6 | 0.0 | -5.2 | -2.0
CCN(C(=O)CN1C(=O)c2ccccc2S1(=O)=O)C1CCCCC1 | -2.8 | 4.3 | -1.5 | 2.2 | -0.7 | -0.8 | -1.8 | 0.2 | 1.0 | -5.1 | 8.0
COc1ccc(O)c(C(=O)c2cc(C#N)c(=O)n(-c3c(C)n(C)n(-c4ccccc4)c3=O)c2)c1 | -3.5 | -0.7 | -0.7 | -0.5 | -0.6 | -1.1 | -0.9 | 0.1 | 0.7 | -5.2 | -4.9
O=C(Nc1ccc(F)cc1F)N1CCC(c2nc3ccccc3o2)CC1 | -4.5 | 1.4 | -4.8 | 1.1 | 0.1 | -0.3 | -1.4 | 1.1 | 3.8 | -0.8 | -0.6
CON(C)S(=O)(=O)c1cccc(C(=O)N(CC(=O)Nc2ccccc2C(F)(F)F)Cc2ccco2)c1 | 3.5 | -4.0 | -1.1 | 1.0 | 0.2 | -1.9 | 1.5 | -1.5 | -1.0 | -2.8 | 0.9
COc1ccc(-c2nc(=S)n3ccsc3n2)cc1OC | 4.0 | 3.1 | 1.4 | -2.9 | 0.7 | -1.8 | 0.8 | 2.6 | -1.0 | -34.6 | 1.0
O=C(O)c1ccc(-n2nnnc2SCc2cccc(Br)c2)cc1 | -4.7 | -1.1 | -2.5 | -0.6 | -0.1 | -0.7 | -1.6 | 0.4 | 0.6 | -2.9 | 8.7
COc1ccc(/C=N/NC(=O)CSc2nnc(CCCc3ccc(OC)c(C)c3)o2)cc1 | -0.7 | 4.1 | -0.8 | -1.8 | -0.4 | -1.2 | -1.6 | -2.0 | -0.3 | 4.2 | -18.9
Cc1cc(=O)oc2c3c(cc(OCC(=O)N[C@@H](Cc4ccccc4)C(=O)O)c12)OC(C)(C)CC3 | -1.4 | -3.6 | 0.3 | 2.0 | 1.4 | -0.8 | 2.9 | -0.3 | -0.5 | i | -3.0
O=C(CSc1n[nH]c(=O)[nH]c1=O)Nc1cccc(S(=O)(=O)N2CCOCC2)c1 | 1.8 | -0.5 | 5.0 | -2.2 | -0.2 | -1.3 | -2.0 | 1.2 | 0.3 | 5.7 | 8.6
COC(=O)CCc1c(C)[nH]c(C(=O)OCc2ccccc2)c1C | 9.0 | -1.1 | -0.2 | -0.1 | 0.2 | -1.3 | -1.9 | -1.0 | 0.4 | -0.3 | -11.1
COc1ccc(NC(=S)Nc2cccc3ccccc23)cc1OC | -10.4 | 0.1 | -0.6 | -1.6 | -2.4 | -0.3 | 2.9 | 0.6 | 0.6 | -81.2 | 5.4
COc1ccccc1CNC(=O)COC(=O)Cc1cccs1 | 0.9 | 1.9 | -3.9 | 0.1 | -0.7 | -1.3 | -1.0 | 2.2 | -0.4 | 2.5 | -0.2
O=C(Nc1ccc(F)cc1)N1CCN(c2ccc(F)cc2)CC1 | -2.9 | -1.6 | 0.0 | 0.0 | 0.2 | -1.6 | -0.5 | 1.8 | 0.2 | 1.5 | 4.2
CCN(CC)CC#Cc1ccc(C)cc1 | -3.4 | 0.1 | -3.0 | -1.0 | -0.4 | -1.0 | 0.3 | -1.4 | 2.1 | -7.0 | 1.0
CC1(C)C(=O)Nc2ccccc2N1C(=O)c1ccc([N+](=O)[O-])cc1 | 4.5 | -1.4 | -1.0 | -1.2 | -0.1 | -1.4 | -1.9 | 2.5 | -0.7 | 2.6 | 0.1
O=C(CN1c2ccccc2S(=O)(=O)c2ccccc21)NCc1ccc(F)cc1 | 1.8 | 0.2 | -2.5 | -0.8 | 0.1 | -1.1 | -2.4 | -0.9 | 0.8 | -7.2 | -4.0
Cc1occc1C(=O)N/N=C/c1ccc(N(C)C)cc1 | 9.2 | 9.2 | 3.5 | -9.2 | 2.8 | -0.2 | 7.3* | 1.9 | -1.9 | -68.2 | -2.1
CCOc1ccc(CCNC(=O)C(CCC(N)=O)NC(=O)OCc2ccccc2)cc1OCC (centres undefined) | 2.2 | -1.7 | -3.8 | 2.4 | -1.1 | -1.4 | -0.1 | 1.0 | 1.0 | 5.7 | 1.4
COc1ccc(NC(=O)C2CCCN(S(=O)(=O)c3ccc4c(c3)oc(=O)n4C)C2)cc1OC (centres undefined) | -4.4 | 1.1 | -0.5 | -0.6 | 0.1 | -1.6 | -1.4 | 0.2 | 0.1 | 1.6 | -0.1

Compound activity from PubChem BioAssay.
